High-throughput results as filed in PubChem.
TRPC6 act: mouse TRPC6 channel activators, primary screen, cell-based, HEK293, membrane potential dye; Short transient receptor potential channel 6 (Mus musculus), Q61143; HEK293-TRPC6 membrane potential dye fluorescence; active compounds read high; B-score at 10 µM; actives 0.13% (n = 310,000);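 active = B-score of the integrated fluorescence ratio above library mean plus 3 SD, and starting fluorescence ratio within library mean plus 5 SD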;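 also: higher score means more depolarization so channel activation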
Target sequence (Q61143 whole entry, looked up): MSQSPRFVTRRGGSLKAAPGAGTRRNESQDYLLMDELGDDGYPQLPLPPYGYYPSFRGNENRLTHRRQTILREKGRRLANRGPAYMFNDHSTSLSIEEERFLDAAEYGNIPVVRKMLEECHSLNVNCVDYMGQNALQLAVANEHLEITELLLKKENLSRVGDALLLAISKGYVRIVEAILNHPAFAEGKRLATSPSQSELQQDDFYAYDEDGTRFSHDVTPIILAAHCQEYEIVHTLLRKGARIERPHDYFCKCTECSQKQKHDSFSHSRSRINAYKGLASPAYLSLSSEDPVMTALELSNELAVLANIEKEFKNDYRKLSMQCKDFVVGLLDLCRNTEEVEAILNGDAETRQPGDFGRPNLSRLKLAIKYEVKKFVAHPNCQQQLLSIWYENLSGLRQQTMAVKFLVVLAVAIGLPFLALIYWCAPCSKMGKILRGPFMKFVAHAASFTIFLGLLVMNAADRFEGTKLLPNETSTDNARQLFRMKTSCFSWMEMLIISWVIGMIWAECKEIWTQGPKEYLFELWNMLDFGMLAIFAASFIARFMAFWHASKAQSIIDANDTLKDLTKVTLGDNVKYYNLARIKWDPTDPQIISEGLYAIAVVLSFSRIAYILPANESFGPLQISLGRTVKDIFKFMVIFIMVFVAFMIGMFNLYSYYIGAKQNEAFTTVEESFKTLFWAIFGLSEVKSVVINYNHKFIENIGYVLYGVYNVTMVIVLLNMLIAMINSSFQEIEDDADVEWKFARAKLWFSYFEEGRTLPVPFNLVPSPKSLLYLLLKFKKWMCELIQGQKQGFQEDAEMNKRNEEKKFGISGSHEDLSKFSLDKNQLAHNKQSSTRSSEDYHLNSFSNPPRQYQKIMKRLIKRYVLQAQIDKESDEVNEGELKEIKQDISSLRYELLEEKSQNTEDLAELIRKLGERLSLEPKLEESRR
TRPC4 potent: positive allosteric modulators of TRPC4, primary screen, cell-based, mouse TRPC4beta, HEK293 mu-opioid, Fluo-4 calcium | B-score at 10 µM | DAMGO EC20, Fluo-4 Ca2+ flux; active compounds read high | actives 0.42% (n = 310,000) | Short transient receptor potential channel 4 (Mus musculus), Q9QUQ5 | AID 2227, 2009;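 active = B-score of calcium response area above 5 SD of library B-scores, with initial fluorescence ratio within 5 SD of library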;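 also: B-score of integrated fluorescence ratio over time as area under calcium response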
KLF5 inh: KLF5 expression inhibitors, primary screen, DLD-1 cells, luminescence | DLD-1 KLF5 promoter-luciferase reporter | actives 0.23% (n = 290,000) | AID 1700, 2009 | inhibition, % at 5 µM;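 active = inhibition above a per-plate limit of that plate's mean compound inhibition plus 3 SD, cut at about 60% in these data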;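 also: 0% = DMSO wells and 100% = LY294002 at 200 µM; higher means less KLF5 promoter-driven luciferase light; inactives centre near -14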
MrgX1 antag: antagonists of human MrgX1 receptor, primary screen, HEK293 cells, Fluo-4 calcium flux. BAM8-22 antagonism; active compounds read low. B-score at 10 µM. actives 1.3% (n = 310,000);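 active = calcium-response B-score plate-corrected more than 3 library SD below zero, starting fluorescence within 5 deviations, no agonist response on first addition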;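 also: peak minus trough fluorescence over baseline after final BAM8-22 challenge near maximal dose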
TRPC6 inhibitor: mouse TRPC6 channel inhibitors, primary screen, cell-based, HEK293, membrane potential dye; B-score at 10 µM; ACh-evoked depolarization; active compounds read low; actives 1.1% (n = 310,000);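 active = B-score under library mean minus 3 SD, initial fluorescence not abnormally high, positive integrated signal ratio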;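 also: B-score derived from integrated fluorescence ratio over the kinetic read; more negative B-score means stronger inhibition of depolarization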
SKKanGAS inh: S. pyogenes SKKanGAS growth inhibitors in kanamycin, primary screen, streptokinase expression inhibitor project, SKKanGAS strain, BacTiter-Glo luminescence | inhibition, % at 7.5 µM | AID 1662, 2009 | 6 h | actives 1.3% (n = 300,000);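 active = mean replicate score, as percent of positive control median, at least 50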;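 also: strain carries kanamycin resistance gene driven by streptokinase promoter and grows in 40 µg/ml kanamycin; loss of luminescence reflects streptokinase promoter inhibition or plain growth inhibition; 0% = median of DMSO wells and 100% = positive control at its reference dose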
IEC-6 cytotox: cytotoxicity in IEC-6 intestinal epithelial cells, primary screen, cytotoxicity control for KLF5 inhibitor project, cell-based, luminescence; IEC-6 cytotoxicity, luminescence viability; inhibition, % at 5 µM; actives 0.78% (n = 290,000); AID 1825, 2009; in the data active = inhibition above about 22%;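 also: 0% = plate median of test compound wells and 100% = cytotoxic reference compound wells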
TRPC4 block: inhibitors of mouse TRPC4 channel, primary screen, Fluo4 calcium, HEK293 TRPC4beta/mu-opioid cells. DAMGO-evoked Fluo4 calcium flux; active compounds read low. AID 2247, 2010. B-score at 10 µM. actives 0.39% (n = 300,000);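 active = B-score over 3 SD under the library average, no early fluorescence shift, positive overall ratio signal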
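Test system – stable TRPC4beta/mu-opioid receptor HEK293 cells · Probe or stimulus – DAMGO, a submaximal dose followed by a maximal one · Dosing – one concentration per compound · Signal – Fluo4 calcium fluorescence by kinetic imaging, 5 s 1 Hz baseline · Evaluation – per-well B score of integrated baseline-normalized Fluo4 ratio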
aSyn 5UTR inh: MLPCN primary screen, SNCA 5' untranslated region; alpha-synuclein 5'UTR reporter, inhibitor activity; inhibition, % (tested at 7.5 µM); actives 0.82% (n = 300,000); AID 1813, 2009; in the data active = inhibition above about 60%;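 also: H4 neuroglioblastoma cells stably carrying SNCA 5'UTR luciferase fusion; 0% = DMSO wells and 100% = positive control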
TRPC4 act: activators of mouse TRPC4 channel, primary screen, Fluo4 calcium, HEK293 TRPC4beta/mu-opioid cells. Short transient receptor potential channel 4 (Mus musculus), Q9QUQ5. Fluo4 calcium fluorescence; active compounds read high. actives 0.49% (n = 310,000). B-score at 10 µM;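 active = B-score above 5 SD of library B-scores, and initial fluorescence ratio not above library mean plus 5 SD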;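 also: positive B-score marks a calcium rise read as TRPC4 activation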
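Material: HEK293 stable line with TRPC4beta plus mu-opioid receptor; technique: Fluo4 calcium-sensitive dye fluorescence, kinetic, 1 Hz baseline; timing: Fluo4 dye loading 45 min at room temperature, 110 s recording; controls: assay buffer as low control, maximal DAMGO as high control; read-out: integrated baseline-normalised fluorescence ratio, converted to per-well B score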
HIF act: HIF pathway transcriptional activators, primary screen, cell-based, U2OS HRE-luciferase, luminescence; U2OS HRE-luciferase reporter; normalized: DMSO 0%, desferrioxamine 100%; activation, % at 7.5 µM (by protocol); actives 0.32% (n = 300,000); AID 1910, 2009;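 active = mean activation of at least 10% of the iron chelator positive control signal, with at least half of replicates also reaching 10%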
An asterisk follows results filed as active; i = inactive; x = no result given.

SMILES | TRPC6 act | TRPC4 potent | KLF5 inh | MrgX1 antag | TRPC6 inhibitor | SKKanGAS inh | IEC-6 cytotox | TRPC4 block | aSyn 5UTR inh | TRPC4 act | HIF act
C=CCSc1nc2ccccc2c2nc(-c3ccccc3)nn12 | i | i | -8 | i | i | -10 | -5 | i | -13 | i | -0.1
COc1ccc(N/N=C/c2c(C(=O)O)ccc3ccccc23)cc1 | i | i | 73* | i | i | 25 | 41* | i | 56 | i | 50*
O=C(COc1ncnc2ccc(Br)cc12)NCc1ccco1 | i | i | -12 | i | i | -8 | -2 | i | -10 | i | 0.3
COc1cc(/C=N/NC(=O)c2cccnc2)ccc1OS(=O)(=O)c1cc(C)ccc1C | i | i | -27 | i | i | 3 | 4 | i | -4 | i | -0.1
COC(=O)c1c(C(=O)OC)c(-c2cccc(C)c2)n2c1CS(=O)C2 (stereo not drawn) | i | i | 0 | i | i | 6 | -10 | i | -6 | i | -0.1
CC(=O)Nc1ccc(NC(=O)C(C)NC(C)c2cccc3ccccc23)cc1 (stereo not drawn) | i | i | -11 | i | i | -1 | 0 | i | -31 | i | -0.3
O=C(NCCc1cccc(F)c1)C1CCN(S(=O)(=O)c2ccc(F)cc2)CC1 | i | i | -15 | i | i | -6 | 2 | i | 8 | i | 0.5
COc1ccc(CNC(=O)c2c(O)c3ccccc3n(C)c2=O)cc1OC | i | i | -8 | i | i | -5 | 1 | i | -11 | i | -0.1
COc1cc2c(cc1OC)-c1cc(NC3CCCCC3)nc(=O)n1CC2 | i | i | -40 | i | i | -7 | -1 | i | 50 | i | -0.8
CCN(CC)CC(=O)N1N=C(c2cccs2)CC1c1ccco1 (stereo not drawn) | i | i | -28 | i | i | -7 | -3 | i | -27 | i | -0.2
Cc1ccccc1-c1ocnc1C(=O)Nc1ccccc1NC(=O)c1ccccn1 | i | i | -5 | i | i | 2 | 23* | i | -3 | i | 0.1
NS(=O)(=O)c1ccc(CCNC(=O)C2(S(=O)(=O)c3ccc(Cl)cc3)CC2)cc1 | i | i | -19 | i | i | 5 | 3 | i | 0 | i | 0.5
CN(c1ccc(O)cc1)S(=O)(=O)c1ccc2ccccc2c1 | i | i | -130 | i | i | 0 | 3 | i | -111 | i | 4.1
CC(CN1CCN(C/C=C/c2ccccc2)CC1)c1ccccc1 (stereo not drawn) | i | i | -26 | i | i | 0 | 4 | i | 7 | i | 0.1
COc1cc(NC(=O)COc2cc(O)c3c(c2)OC(C)(C)CC3=O)cc(OC)c1OC | i | i | 27 | -5* | i | 7 | 20 | i | -28 | i | 1.0
S=c1[nH]nc(-c2n[nH]c3c2CCC3)n1/N=C/C=C/c1ccccc1 | i | i | 7 | i | i | 32 | -2 | i | 26 | i | -0.8
COc1ccc(OCCCC(=O)OCC(=O)Nc2c(C)nn(-c3ccccc3)c2C)cc1 | i | i | x | i | i | -9 | x | i | -7 | i | -0.2
COc1ccc(-c2coc3cc(O)ccc3c2=O)cc1OC | i | i | -47 | i | i | 2 | 1 | i | -66 | i | 0.7
CC1(C)CC(=O)C=C(Nc2cc(-c3ccccc3)[nH]n2)C1 | i | i | 26 | i | i | -7 | 11 | i | -4 | i | 1.8
Cc1cnc(C(=O)N2CCCC(C(=O)c3cccc(OC(C)C)c3)C2)cn1 (stereo not drawn) | i | i | -17 | i | i | -3 | -3 | i | 8 | i | 0.4
COc1ccc(N(C(=O)c2snc(C(N)=O)c2N)C(C(=O)NC2CCCCC2)c2ccc(C)o2)cc1 (stereo not drawn) | i | i | 2 | i | i | 0 | -5 | i | 20 | i | -0.5
CC(=O)c1c(C(C)=O)c(C)n(Cc2ccc3c(c2)OCO3)c1C | i | i | -17 | i | i | 2 | 2 | i | -4 | i | 0.0
CN(C)S(=O)(=O)c1cc(NC(=O)CSc2nn(-c3ccc(Cl)cc3)c(=S)s2)ccc1Cl | i | i | 25 | i | i | 28 | -3 | i | 17 | i | -0.2
CC(C)CNC(=O)c1cccc(NC(=O)C(C)Oc2ccccc2)c1 (stereo not drawn) | i | i | -12 | i | i | 0 | 5 | i | -1 | i | -0.1
CC1(C(=O)NCc2cccnc2)CCC(=O)N1Cc1cccs1 (stereo not drawn) | i | i | 6 | i | i | 2 | -3 | i | -2 | i | -0.2
Additional results.
SMILES | TRPC6 act | TRPC4 potent | KLF5 inh | MrgX1 antag | TRPC6 inhibitor | SKKanGAS inh | IEC-6 cytotox | TRPC4 block | aSyn 5UTR inh | TRPC4 act | HIF act
CCCc1nn2c(=O)cc(CSCC(=O)Nc3ccc(F)cc3)nc2s1 | i | i | -10 | i | i | -3 | 7 | i | 16 | i | -0.5
CSCCC1NC2(C(=O)Nc3ccc(Cl)cc32)[C@@H]2C(=O)N(C3CCCC3)C(=O)[C@H]12 (stereo partly drawn) | i | i | -18 | i | i | 3 | 6 | i | 3 | i | -0.3
CN1CCN(C(=S)NC(=O)c2ccccc2Br)CC1 | i | i | -15 | i | i | 0 | -4 | i | -18 | i | 0.1
COc1cccc(N(C(=O)Cn2nnc(-c3cccs3)n2)C(C(=O)NC(C)C)c2ccc(C)o2)c1 (stereo not drawn) | i | i | 1 | i | i | 0 | -3 | i | 47 | i | 0.1
COc1cccc(C(=O)CSc2nnc(COc3cccc4cccnc34)o2)c1 | i | i | 12 | i | i | -11 | 19 | i | 14 | i | -0.2
CCC(=O)c1ccc(OCc2ccc(C#N)cc2)cc1 | i | i | -101 | i | i | -1 | 2 | i | -112 | i | 2.2
COc1ccc(/C=N/n2c(-c3ccc(C)cc3)n[nH]c2=S)cc1OC | i | i | -7 | i | i | 26 | -4 | i | 43 | i | -0.6
COc1ccc(C(=O)NCc2nnc(SCC(=O)NCc3ccco3)o2)cc1 | i | i | -8 | i | i | 3 | -8 | i | -13 | i | -0.4
O=C1CCCc2oc3c(cc(NS(=O)(=O)c4ccc5c6c(cccc46)C(=O)N5)c4ccccc43)c21 | i | i | -23 | i | i | 54* | 1 | i | -17 | i | -0.2
O=C1C=C(c2ccccc2)OC(c2ccccc2)O1 (stereo not drawn) | i | i | -41 | i | i | 1 | 10 | i | 8 | i | 0.0
CCOC(=O)c1cncc(C#CCOC(=O)Nc2ccc(OC(F)(F)F)cc2)c1 | i | i | -1 | i | i | 13 | 1 | i | 16 | i | -1.0
COc1ccc(CCN(Cc2cc3cc(C)c(C)cc3nc2Cl)C(=O)C2CC2)cc1 | i | i | -28 | i | i | -4 | -6 | i | -8 | i | x
Cc1ccc(NC(=S)NNc2ccc([N+](=O)[O-])cc2S(=O)(=O)Nc2ccccc2C(=O)O)cc1C | i | i | -15 | i | i | 19 | -5 | i | -39 | i | 0.6
COc1ccc(-c2nc(-c3ccccc3)nc(Cl)c2C#N)cc1 | i | i | -31 | i | i | 23 | 6 | i | 8 | i | 0.0
CC(C)(C)c1ccc(Cn2cnc(-c3ccc([N+](=O)[O-])cc3)c2)cc1 | i | i | -9 | i | i | 23 | -2 | i | -119 | i | 1.3
CCN(CC)C(=O)c1cc(-c2ccccc2OC)on1 | i | i | -55 | i | i | -5 | 2 | i | -125 | i | 1.6
COc1cc(NC(=O)CN(C)S(=O)(=O)c2ccc(C)cc2)cc(OC)c1 | i | i | -8 | i | i | 0 | 1 | i | 14 | i | 0.5
CC1CCCCN1C(=O)CSc1nc(N)cc(=O)[nH]1 (stereo not drawn) | i | i | 0 | i | i | 2 | 0 | i | -2 | i | -0.1
Cc1nnc(-c2ccccc2)nc1N(C)C | i | i | 0 | i | i | 8 | -4 | i | 2 | i | 701*
CC1(c2ccc(Cl)cc2)NC(=O)N(CC(=O)c2ccc3c(c2)OCO3)C1=O (stereo not drawn) | i | i | 12 | i | i | -6 | 2 | i | -8 | i | 0.0
O=C(CCCN1C(=O)c2ccccc2C1=O)Nc1nc2ccccc2[nH]1 | i | i | 0 | i | i | -10 | 4 | i | -13 | i | 0.3
CCc1cccc(N(C(=O)c2csnn2)C(C(=O)NC2CCCCC2)c2ccncc2)c1 (stereo not drawn) | i | i | -6 | i | i | 0 | 0 | i | -7 | i | 0.0
Cc1ccc(/C=C/C(=O)NCc2cccs2)c(C)c1 | i | i | -105 | i | i | 16 | -4 | i | -132 | i | 3.7
CCOc1c2ccc(C(=O)NC3CCCc4ccccc43)cc2nn1C (stereo not drawn) | i | i | -22 | i | i | 4 | 2 | i | -1 | i | -2.1
COc1ccc2cc(C(=O)C3CCCN(C(=O)C4=NN(C)C(=O)CC4)C3)ccc2c1 (stereo not drawn) | i | i | -18 | i | i | 6 | -5 | i | 12 | i | -0.5
O=C(COC(=O)CCC(=O)c1ccccc1)NCCc1ccccc1 | i | i | x | i | i | -3 | x | i | -3 | i | -2.5
COc1ccc(CN(C)S(=O)(=O)c2nnc(NC(=O)c3cccc(F)c3)s2)cc1OC | i | i | -4 | i | i | 60* | 2 | i | 19 | i | -0.1

Structures listed so far that have a cyano group, in the order listed:
SMILES | TRPC6 act | TRPC4 potent | KLF5 inh | MrgX1 antag | TRPC6 inhibitor | SKKanGAS inh | IEC-6 cytotox | TRPC4 block | aSyn 5UTR inh | TRPC4 act | HIF act
CCC(=O)c1ccc(OCc2ccc(C#N)cc2)cc1 | i | i | -101 | i | i | -1 | 2 | i | -112 | i | 2.2
COc1ccc(-c2nc(-c3ccccc3)nc(Cl)c2C#N)cc1 | i | i | -31 | i | i | 23 | 6 | i | 8 | i | 0.0

Four entries from above, with values under each structure.
Fields – TRPC6 act	TRPC4 potent	KLF5 inh	MrgX1 antag	TRPC6 inhibitor	SKKanGAS inh	IEC-6 cytotox	TRPC4 block	aSyn 5UTR inh	TRPC4 act	HIF act
COc1cc(NC(=O)CN(C)S(=O)(=O)c2ccc(C)cc2)cc(OC)c1
 : i	i	-8	i	i	0	1	i	14	i	0.5
CC1CCCCN1C(=O)CSc1nc(N)cc(=O)[nH]1 (stereo not drawn)
 : i	i	0	i	i	2	0	i	-2	i	-0.1
Cc1nnc(-c2ccccc2)nc1N(C)C
 : i	i	0	i	i	8	-4	i	2	i	701*
CC1(c2ccc(Cl)cc2)NC(=O)N(CC(=O)c2ccc3c(c2)OCO3)C1=O (stereo not drawn)
 : i	i	12	i	i	-6	2	i	-8	i	0.0
